aSyn yeast rescue: qHTS of alpha-syn Inhibitors: NCGC Sytravon Library Screen. S. cerevisiae alpha-synuclein toxicity rescue, BacTiter-Glo growth, 24 h. Potency, µM (doses to about 46.1 µM), for the others: at the highest dose growth rescue (activation), usual class: activators. 0.02% of 94,000 active. AID 1347070, 2019; active = well fitted activation curve with a large enough effect; inconclusive = small, poorly fitted or top-dose-only effect; note: 0% is about no effect
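Growth restoration measured by BacTiter-Glo luminescence after 24 hr at 30 deg C; alpha-synuclein yeast, raffinose-pregrown to mid-log, were added at OD600=0.02 in galactose medium onto pinned compounds.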
An asterisk follows results filed as active; u = inconclusive; [ ] = remark or other dose. Potency is the fitted concentration of half-maximal effect. Not all compounds are listed (hit frequency here may not be typical).

SMILES | aSyn yeast rescue
CC(NC(=O)C12CC3CC(CC(C3)C1)C2)c1ccc(F)cc1 (configuration not stated) | -11%
Nn1c(SCC(=O)N2CCCC2)nnc1C1CCCCC1 | -6%
Cc1cc(C(=O)COC(=O)CCc2nc3ccccc3c(=O)[nH]2)c(C)n1CC1CCCO1 (configuration not stated) | 15%
CCc1ccc(CNC(=O)c2ccc3c(c2)nc2n3CCCCC2)cc1 | -2%
Cc1ccc(NC(=O)c2cc3c(=O)[nH]c4ccccc4c3n2C)cc1F | -2%
Cc1cc(C)c2oc(-c3cccc(NC(=O)c4cc5ccccc5o4)c3)nc2c1 | 5%
Cc1cc(C(=O)Nc2ccc3nc(C)sc3c2)c2ccccc2n1 | -3%
CCN1CCN(Cc2ccc(NC(=O)c3cc(NC(=O)C(=O)c4c[nH]c5ccccc45)cc(OC)c3)cc2C(F)(F)F)CC1 | -39%[inhibitor]
COc1ccc(NC(=O)C2CCCN2c2nn3c(=O)cc(C)nc3s2)cc1 (configuration not stated) | -1%
CCCNC(=O)c1ccc(Cn2c(SCC(=O)NC(C)C)nc3ccccc3c2=O)cc1 | -9%
NS(=O)(=O)c1cc(C(=O)Nc2ccc3c(c2)OCCCO3)ccc1Cl | -10%
COc1ccc(-c2cc(C(F)(F)F)nc(SCC(=O)Nc3ccc(C(C)=O)cc3)n2)cc1 | 6%
O=C(O)C(CCCCNS(=O)(=O)c1ccc(F)cc1)NS(=O)(=O)c1ccc(F)cc1 (configuration not stated) | -5%
O=C(CCC(=O)N1CCOc2ccccc21)NCCCN1CCN(Cc2ccccc2)CC1 | 4%
Cc1cc(C)n(-c2nnc(Nc3ccc(C(C)C)cc3)c3ccccc23)n1 | u
COc1ccc(CNCc2c(C(=O)O)c(C)n(Cc3ccccc3C)c2C)c(OC)c1 | 5%
O=C(c1cccs1)N(c1ccc(Cl)cc1)C1C=CS(=O)(=O)C1 (configuration not stated) | 3%
O=C1CC(c2ccc(Cl)cc2)c2cc3c(cc2N1)OCCO3 (configuration not stated) | 5%
O=C(NC1CCCC1)c1ccc(CSc2nc3ccncc3n2Cc2cccc(F)c2)cc1 | 5%
CC(=O)[C@@H]1[C@@H](C(=O)c2ccc(F)cc2)[C@]2(C(=O)Nc3ccccc32)[C@H]2C=Cc3cc(F)ccc3N12 | 7%
O=C(COC(=O)c1ccc(CO)cc1)Nc1ccc(OC(F)F)cc1 | 8%
Cc1ccc2oc(=O)c3cc(C(=O)NCCCN4CCc5ccccc5C4)sc3c2c1 | u
COc1cc(OC)cc(-c2nc(=S)n3ccsc3n2)c1 | -3%
COc1cccc(NC(=O)CCC(=O)Nc2cc(OC)c(NC(=O)c3cccs3)cc2OC)c1 | -1%
O=C(NNC(=S)Nc1ccc(F)cc1)c1cccc([N+](=O)[O-])c1 | -18%

Part of the list above in another layout:
| molecule | aSyn yeast rescue |
| --- | --- |
| COc1ccc(NC(=O)C2CCCN2c2nn3c(=O)cc(C)nc3s2)cc1 (configuration not stated) | -1% |
| CCCNC(=O)c1ccc(Cn2c(SCC(=O)NC(C)C)nc3ccccc3c2=O)cc1 | -9% |

In the list so far, these have a COOH group:
SMILES | aSyn yeast rescue
O=C(O)C(CCCCNS(=O)(=O)c1ccc(F)cc1)NS(=O)(=O)c1ccc(F)cc1 (configuration not stated) | -5%
COc1ccc(CNCc2c(C(=O)O)c(C)n(Cc3ccccc3C)c2C)c(OC)c1 | 5%

Next section
SMILES | aSyn yeast rescue
O=C(COc1ccccc1Cl)OCc1cc(=O)n2nc(-c3cccs3)sc2n1 | 4%
O=C(CN1C(=O)NC2(CCCC2)C1=O)Nc1cccc(C(F)(F)F)c1 | -9%
CC(NC(=O)COC(=O)c1ccccc1SCC(=O)N1CCCC1)c1ccccc1 (configuration not stated) | -2%
CN(CC(=O)Nc1ccccc1Cl)C(=O)c1ccc(-c2cccc(C(F)(F)F)c2)o1 | 0%
Oc1ccc(C=NNC(=S)Nc2ccccc2)nc1 | -29%
CCc1nonc1NC(=O)c1oc2ccc(Br)cc2c1C | 4%
COc1ccc(NC(=O)C2CC(=O)N/C(=N/N=C/c3ccco3)S2)cc1 (configuration not stated) | -4%
CCc1nc(C)cn1S(=O)(=O)c1ccc(Cl)c(Cl)c1OC | 2%
Cc1cccc(CCn2c(=O)c3ccccc3n(Cc3cccc(F)c3)c2=O)c1 | 28%
Cc1ccc(C(=O)N2CCCCC2)cc1NC(=O)c1nsc2ccccc12 | -8%
CCC(=O)N(C)C[C@@H]1Oc2cc(Br)ccc2S(=O)(=O)N([C@@H](C)CO)C[C@@H]1C | -6%
Cc1cccc(C)c1NC(=O)CN1C(=O)c2ccccc2Sc2ncccc21 | -7%
CCOc1ccc(C(=O)NCc2nc(-c3ccc(Cl)cc3)no2)cc1OCC | -12%
CCCCCCn1c(=O)n2n(c1=O)[C@@H]1CN(S(=O)(=O)c3ccc(C)cc3)C[C@]1(O)[C@@H](OC(=O)NCc1ccc(OC)c(OC)c1)C2 | -3%
CCOc1ccccc1CNC(=O)c1ccc2c(c1)nc1n2CCCCC1 | -1%
O=C(Nc1cccc(C(F)(F)F)c1)N1CCC(CN2CCCCCC2)CC1 | 3%
CCCCn1c(N)c(N(CCOC)C(=O)COC(=O)COc2cc(C)ccc2Cl)c(=O)[nH]c1=O | 8%
CCN1CCN(C(=O)Cn2ncc3c4ccccc4n(Cc4ccccc4)c3c2=O)CC1 | 1%
CCOc1ccc(CCNC(=O)CN2C(=O)NC3(CCCCC3C)C2=O)cc1OCC (configuration not stated) | -12%
CC(=O)c1cccc(NC(=O)Cn2cnc3c2c(=O)n(C)c(=O)n3C)c1 | -1%
CNS(=O)(=O)c1cc(C(=O)O)ccc1OC | 6%
Clc1ccccc1CSc1nc(NCCc2ccccc2)c2ccccc2n1 | -57%[inhibitor]
CC(=O)N1CCc2cc(S(=O)(=O)NC(Cc3ccccc3)C(=O)Nc3cccc(C)c3)ccc21 (configuration not stated) | 3%
O=C(c1cc2ccccn2n1)N1CCN(Cc2ccccc2)CC1 | 14%
CCOc1ccc(NC(=O)CSc2nc3ccsc3c(=O)n2CC)cc1 | 4%

6 compounds drawn at random from those above, as already listed:
SMILES | aSyn yeast rescue
CCOc1ccc(C(=O)NCc2nc(-c3ccc(Cl)cc3)no2)cc1OCC | -12%
O=C(Nc1cccc(C(F)(F)F)c1)N1CCC(CN2CCCCCC2)CC1 | 3%
CC(=O)[C@@H]1[C@@H](C(=O)c2ccc(F)cc2)[C@]2(C(=O)Nc3ccccc32)[C@H]2C=Cc3cc(F)ccc3N12 | 7%
Clc1ccccc1CSc1nc(NCCc2ccccc2)c2ccccc2n1 | -57%[inhibitor]
O=C(CN1C(=O)NC2(CCCC2)C1=O)Nc1cccc(C(F)(F)F)c1 | -9%
O=C(c1cc2ccccn2n1)N1CCN(Cc2ccccc2)CC1 | 14%

More structures follow.
SMILES | aSyn yeast rescue
CC(NC(=O)c1ccc(F)cc1)C(=O)NC1=NCCS1 (configuration not stated) | -7%
CCc1nn(Cc2c(C)cc(C)cc2C)c(=O)c2cc3cc(C)ccc3n12 | 6%
N#CC1=C(SCC(=O)Nc2ccc(C(=O)O)cc2)NC(=O)CC1c1ccco1 (configuration not stated) | 5%
N#CCCN(C(=O)COC(=O)C1=NNC(=O)CC1)c1ccccc1 | 4%
CCOC(=O)C1=C(CS(=O)(=O)c2ccc(OC)c(Cl)c2)NC(=O)NC1c1cccc(OC)c1 (configuration not stated) | -2%
CCn1c(=O)c2sccc2n2c(CCC(=O)Nc3cc(C)cc(C)c3)nnc12 | 3%
Cc1nc([N+](=O)[O-])c(C(=O)OCc2ccc(C#N)cc2)n1C | -16%
COc1ccccc1CNc1nc2c(S(=O)(=O)c3ccccc3)nnn2c2ccc(Cl)cc12 | 0%
CCCCOc1ccc(CN2C(=O)C(=O)c3cc(Br)cc(C)c32)cc1OC | -7%
CCCNC(=O)C1CCC(Cn2c(=O)c3sccc3n(CC(=O)N3CCCC3)c2=O)CC1 (configuration not stated) | 3%
CCn1c2ccccc2c2cc(CN3CCN(Cc4ccc(Br)cc4)CC3)ccc21 | -35%[inhibitor]
CCOC(=O)c1c(-c2ccccc2)csc1NC(=O)c1cc(-c2cccc(OC)c2)on1 | -8%
CC(OC(=O)c1cn(-c2ccccc2)nc1-c1cccnc1)C(N)=O (configuration not stated) | -2%
Cc1ccc(C2=NN(CC(=O)NCCc3ccccc3)C(=O)CC2)cc1 | 23%
CCOc1ccc(NC(=O)c2nn(C)c3c2COc2ccccc2-3)cc1 | -11%
COc1ccc(C2c3c(oc4ccccc4c3=O)C(=O)N2c2nc(C)c(C)s2)cc1 (configuration not stated) | 7%
CCOc1ccccc1OCCCC(=O)NCCc1ccc(S(N)(=O)=O)cc1 | 10%
CSc1n[nH]c(-c2ccc(C(F)(F)F)cc2)n1 | -11%
COc1ccc(Cl)cc1NC(=O)CSc1nnc2[nH]c(=O)cc(-c3ccccc3)n12 | -3%
COc1ccc(-n2ncc(C(=O)N3CCN(c4ncccn4)CC3)c2C2CCN(C(=O)OC(C)(C)C)CC2)cc1 | -9%
CC(=O)N1CCCc2cc(S(=O)(=O)NCc3ccc(OC(C)C)cc3)ccc21 | 0%
O[C@@H]1C[C@H](c2ccc(Cl)cc2)N(CC2CCCCC2)C[C@H]1n1cc(C2CC2)nn1 | 13%
CCOC(=O)c1c(C)oc2nc(C)nc(Nc3ccc(CC)cc3)c12 | 1%
CC(=O)N1CCc2cc(C(=O)CN3CCN(c4cccc(Cl)c4)CC3)ccc21 | 7%
OC(CNC1Cc2ccccc2C1)COc1ccc(Cl)cc1 (configuration not stated) | 2%

An excerpt of these results, in markdown:
| SMILES | aSyn yeast rescue |
| --- | --- |
| CCn1c2ccccc2c2cc(CN3CCN(Cc4ccc(Br)cc4)CC3)ccc21 | -35%[inhibitor] |
| CCOC(=O)c1c(-c2ccccc2)csc1NC(=O)c1cc(-c2cccc(OC)c2)on1 | -8% |
| CC(OC(=O)c1cn(-c2ccccc2)nc1-c1cccnc1)C(N)=O (configuration not stated) | -2% |
| Cc1ccc(C2=NN(CC(=O)NCCc3ccccc3)C(=O)CC2)cc1 | 23% |

The list goes on.
SMILES | aSyn yeast rescue
CC(OC(=O)CN1C(=O)c2ccccc2C1=O)C(=O)N(C)c1ccccc1 (configuration not stated) | 9%
CSc1nc(=O)c2c(n1C)NC(=O)CC2c1cc(F)cc(F)c1 (configuration not stated) | 4%
Cc1nc(SCC(=O)c2ccccc2)[nH]c(=O)c1Oc1ccc(Cl)cc1 | 2%
COc1ccc(-c2cc(C(=O)c3c(N)n(C)c(=O)n(C)c3=O)c3ccccc3n2)cc1 | -13%
COc1cccc(NC(=O)c2cn(C3CCCCC3)c(=O)c3c2c2ccccc2n3C)c1 | 9%
C[C@H]1CN([C@@H](C)CO)S(=O)(=O)c2ccc(C#CC3(O)CCCC3)cc2O[C@@H]1CN(C)C(=O)Cc1cccnc1 | 5%
COc1cc(/C=N/NC(=O)c2ccc(CN3c4cccc5cccc(c45)S3(=O)=O)cc2)cc(OC)c1O | -2%
Cc1cccc(N2CC(C(=O)Nc3ccccc3N3CCCC3)CC2=O)c1C (configuration not stated) | 6%
Cc1c(CCNC(=O)c2ccc(Br)o2)sc2nc(-c3ccc(Cl)cc3)nn12 | 2%
CN(CC(O)COC(c1ccccc1)c1ccccc1)C1CCCCC1 (configuration not stated) | 5%
O=C(NCc1ccccc1)C(c1ccccc1)N(C(=O)c1csnn1)c1ccc(F)cc1 (configuration not stated) | 6%
CC1CCCCC1NC(=O)CSc1nnc(C(F)(F)F)n1C (configuration not stated) | -9%
CCOc1ccc(CCN2C(=O)C3C4C=CC(C4)C3C2=O)cc1OCC (configuration not stated) | -7%
Cc1cc(C(=O)CN2C(=O)C(=O)N(C)C2=O)c(C)n1-c1cccc(S(=O)(=O)N2CCOCC2)c1 | 1%
CCc1cccc(NC(=O)c2ccc3c(c2)c(C)c(C)n3Cc2ccc(F)cc2)c1 | -4%
O=C(CNc1cccc(F)c1)Nc1cccc(S(=O)(=O)N2CCCCC2)c1 | 10%
COc1ccc(CCNC(=O)c2cc(Nc3cc(C)cc(C)c3)nc3ccccc23)cc1OC | -4%
COc1ccccc1CCNC(=O)C(=O)NCC(c1ccco1)S(=O)(=O)c1ccc(C)cc1 (configuration not stated) | 1%
CCOc1cc(CNCCCN2CCOCC2)cc(Br)c1OCC(=O)Nc1cccc(C(F)(F)F)c1 | -17%
COC(=O)c1ccc(NC(=O)CN2C(=O)c3cccc4cccc2c34)cc1 | -12%
O=C(Nc1ccccn1)c1ccc(S(=O)(=O)N2CCCC2)cc1 | 11%
Cc1cccc(C)c1NC(=O)[C@@]1(CC(=O)O)CC(/C=C/c2ccccc2)=NO1 | 3%
CCc1ccccc1Nc1nn2c(=O)c3ccc(C(=O)NCc4ccc(C)cc4)cc3nc2s1 | 1%
COc1ccc(-c2[nH]ncc2CN2CCCOc3c(cccc3OC)C2)c(OC)c1 | 8%
NS(=O)(=O)c1ccc(CNc2ncnc3sccc23)cc1 | 5%
SMILES | aSyn yeast rescue
CCOC(=O)c1c(Nc2ccccc2)nnc(-c2ccccc2)c1-c1ccccc1 | 0%
Cc1ccc(C(=O)Nc2ccccc2N2CCCCC2)cc1 | -34%[inhibitor]
N#CC(CC(=O)OCc1ccccc1)NC(=O)OCc1ccccc1 (configuration not stated) | 10%
CCN(C(=O)C1CCN(S(=O)(=O)c2ccc3c(c2)CCCN3C(C)=O)CC1)c1cccc(C)c1 | 2%
COc1ccc(NC(=O)Cn2c(=O)n(CCC(=O)NCCc3ccc(OC)c(OC)c3)c(=O)c3ccccc32)cc1Cl | 3%
COC(=O)c1cc2oc(C)cc2n1Cc1cc(C)ccc1C | -2%
O=c1[nH]c(SCc2ccccc2)nc2c1sc1ccccc12 | 12%
O=C(CCNC(=O)c1ccccc1Cl)Nc1ccc2c(c1)OCCO2 | -9%
